High-throughput results as filed in PubChem.
ZTA counter: counter-screen for EBNA-1 inhibitors: inhibitors of Epstein-Barr virus ZTA. ZTA-DNA binding, fluorescence polarization. P03206. actives 0.15% (n = 320,000). inhibition, % at 11 µM; in the data active means inhibition above about 33%
RPL19A-GFP yeast: RPL19A-GFP expression modulators in yeast, primary screen, cell-based, S. cerevisiae, multiplex flow cytometry, MLPCN. percent response vs DMSO, % at 10 µM. AID 2025, 2009. S. cerevisiae RPL19A-GFP strain, 3 h; active compounds read low. actives 0.3% (n = 330,000);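 active means percent response vs DMSO below 50%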;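 further: median channel GFP fluorescence of the barcoded RPL19A-GFP strain; ratio of sample median GFP to plate DMSO average so 100% = DMSO; lower means less RPL19A-GFP as with rapamycin TOR inhibition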
procasp3 activ: activators of human procaspase-3 D3A mutant, primary screen, biochemical, absorbance, PC-3 D3A mutant, single concentration. Caspase-3 (Homo sapiens), P42574. recombinant procaspase-3 D3A, Ac-DEVD-pNA absorbance 405 nm. activation, % at 8.5 µM. actives 0.11% (n = 330,000). AID 463141, 2010;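 active means activation above the mean of all tested compounds plus 3 SD, cut at about 21% in these data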;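 further: 0% = DMSO alone and 100% = DMSO wells spiked with extra 5 µM PC-3 D3A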
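System: Procaspase-3 D3A mutant. Medium: Zinc-free 300 mM NaCl, 50 mM HEPES, 0.01% Triton X-100. Schedule: 1 h preincubation plus 2 h reaction at 25 °C. Measured by: 405 nm absorbance of p-nitroaniline, reads at 0 and 120 min. Read-out: percent activation relative to control range.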
LAP4-GFP MLPCN: modulators of LAP4-GFP expression in yeast, primary screen, S. cerevisiae, multiplex flow cytometry, MLPCN library; 3 h; median GFP as percent of DMSO wells; GFP response vs DMSO, % at 10 µM; actives 0.34% (n = 320,000);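 active means GFP response vs DMSO above a set limit, about the screen mean plus 3 SD, cut at about 150% in these data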
MEP2-GFP yeast: modulators of MEP2-GFP levels in yeast, primary screen, S. cerevisiae, multiplex flow cytometry, MLPCN library; GFP response vs DMSO, % at 10 µM; S. cerevisiae MEP2-GFP strain, 3 h; 100% = DMSO control level; actives 0.51% (n = 330,000); AID 2016, 2009;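 active means GFP response versus DMSO above a set limit, roughly screen mean plus 3 SD, cut at about 180% in these data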;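 further: median GFP fluorescence of the barcode-gated MEP2-GFP cells per well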
EBNA-1 inh: EBNA-1 DNA-binding inhibitors, primary screen, biochemical, fluorescence polarization. inhibition, % at 14.8 µM. actives 0.34% (n = 300,000). AID 1950, 2009; in the data active means inhibition above about 28%
AHR act: AHR activators, primary screen, cell-based, luminescence, luciferase reporter, human; Aryl hydrocarbon receptor (Homo sapiens), P35869; AHR-responsive luciferase reporter cells; activation, % at 5 µM; actives 2.5% (n = 320,000); AID 2796, 2010; in the data active means activation above about 47%;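 further: 0% = vehicle wells and 100% = reference agonist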
Target sequence (P35869 whole entry, looked up): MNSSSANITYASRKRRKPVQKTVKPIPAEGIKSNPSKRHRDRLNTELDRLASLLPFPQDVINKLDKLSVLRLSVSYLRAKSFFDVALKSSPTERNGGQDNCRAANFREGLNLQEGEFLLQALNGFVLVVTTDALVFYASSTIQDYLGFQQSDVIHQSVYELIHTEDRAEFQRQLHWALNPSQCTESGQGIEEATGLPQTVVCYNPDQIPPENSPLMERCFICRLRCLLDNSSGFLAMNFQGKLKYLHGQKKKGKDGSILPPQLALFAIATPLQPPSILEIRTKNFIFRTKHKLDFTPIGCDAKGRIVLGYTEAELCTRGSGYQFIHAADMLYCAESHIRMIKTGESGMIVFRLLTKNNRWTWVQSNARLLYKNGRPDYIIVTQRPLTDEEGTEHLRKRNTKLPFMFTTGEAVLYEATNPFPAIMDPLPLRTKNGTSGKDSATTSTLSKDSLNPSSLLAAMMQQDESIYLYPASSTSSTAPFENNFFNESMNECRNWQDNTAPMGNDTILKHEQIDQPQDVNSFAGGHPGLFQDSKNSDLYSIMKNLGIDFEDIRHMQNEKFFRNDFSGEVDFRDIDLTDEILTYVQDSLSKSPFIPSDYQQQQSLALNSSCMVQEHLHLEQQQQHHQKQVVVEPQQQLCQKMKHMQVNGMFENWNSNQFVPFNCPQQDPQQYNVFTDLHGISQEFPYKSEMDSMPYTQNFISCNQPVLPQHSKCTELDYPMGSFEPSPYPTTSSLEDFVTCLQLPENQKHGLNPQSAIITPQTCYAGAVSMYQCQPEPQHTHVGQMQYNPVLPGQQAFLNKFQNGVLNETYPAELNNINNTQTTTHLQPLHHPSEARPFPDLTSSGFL
procasp7 counter: procaspase-7 activators, primary screen, counter-screen for procaspase-3 activator project, biochemical, absorbance, HTS, human; recombinant procaspase-7, Ac-DEVD-pNA absorbance 405 nm; D23A/D198A/D206A triple mutant, cannot self-cleave; scale: DMSO 0, 5 µM enzyme 100; activation, % at 8.5 µM; actives 0.093% (n = 330,000); AID 463210, 2010;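 active means percent activation above the screen-wide mean plus 3 SD, cut at about 25% in these data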
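Detection: p-Nitroaniline absorbance at 405 nm, read at 0 and 120 min; system: Uncleavable procaspase-7 mutant enzyme; evaluation: % activation from two-timepoint absorbance difference, scaled to controls; times: 1 h enzyme–compound preincubation and 2 h substrate reaction, both 25 °C; buffer or medium: Zinc-free HEPES pH 7.4 with 300 mM NaCl, 0.01% Triton X-100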
An asterisk follows results filed as active; . = no result given.

SMILES	ZTA counter	RPL19A-GFP yeast	procasp3 activ	LAP4-GFP MLPCN	MEP2-GFP yeast	EBNA-1 inh	AHR act	procasp7 counter
CCO[C@H]1OC(C(=O)NCc2nc3ccccc3[nH]2)=C[C@@H](c2ccc3c(c2)OCO3)[C@@H]1CCCO	20	93	2	105	94	4	2	-2
CC1CCCCN1C(=O)C(Cc1ccccc1)N1C(=O)C2CCCCC2C1=O (stereo unspecified)	-12	102	-7	80	108	9	-2	12
O=C1c2ccccc2CCc2ccc(Br)cc21	-10	96	-3	98	89	.	9	13
CCN1CCN(c2nc3c(c(=O)[nH]c(=O)n3C)n2CCSc2nc3ccccc3s2)CC1	-10	99	-3	109	100	-9	1	-6
Cc1ccc2c(c1)C1CN(C)CCC1N2S(=O)(=O)c1cccc(F)c1 (stereo unspecified)	-14	104	6	103	102	.	-1	-4
COc1ccccc1-c1c(C(F)(F)F)oc2cc(OS(C)(=O)=O)ccc2c1=O	-1	97	5	102	90	-1	2	-14
Cc1cnc(C(=O)OC(C)C(=O)Nc2cccc3ccccc23)cn1 (stereo unspecified)	-11	92	-12	87	96	-5	5	0
COCCn1c(N2CCN(c3ccc(OC)cc3)CC2)nc2c1c(=O)n(C)c(=O)n2C	-2	91	-1	94	96	8	0	-8
Cc1cccc(C)c1NC(=O)c1ccc(-n2cnnn2)cc1	16	99	4	100	93	5	-1	0
Cc1nc2c(-c3ccccc3)c(C)nn2c(C)c1CCC(=O)NCc1ccco1	-6	105	6	111	109	3	1	8
CCCn1c(CNc2ccc(Br)cc2)nc2ccccc21	0	98	8	104	101	5	101*	5
N#CC(C#N)=C/C(C#N)=C(/N)N1CCN(c2ccc(Cl)cc2)CC1	-5	98	1	105	99	-1	-12	-2
COCCN(C(=S)Nc1ccc(Cl)cc1OC)C1CCN(C(C)=O)CC1	-15	100	-4	106	101	-7	5	-12
CCOC(=O)C1C(=O)CC(C)(O)C(C(=O)OCC)C1c1ccccc1 (stereo unspecified)	9	96	10	98	92	4	1	3
COc1ccc(OC)c(-c2cc(C(=O)Nc3cc(C)n(Cc4ccc(Cl)cc4)n3)no2)c1	-2	94	-4	97	92	11	42	-1
Cc1c(-c2ccc(F)cc2)[n+](=O)c(-c2ccc(F)cc2)c(C)n1[O-]	-9	102	4	99	102	-6	12	15
Cc1cccc(Cn2nc(C(C)(C)C)cc2C(=O)Nc2ccc(F)cc2)c1	10	101	-3	103	104	0	-1	9
Cc1ccc(C(CC(=O)O)C2CCOC(C)(C)C2)cc1 (stereo unspecified)	-4	100	7	98	103	16	0	-5
Cc1ccc(C2(CCN)CCOC(C(C)C)C2)cc1 (stereo unspecified)	6	104	-4	88	101	12	1	4
CCC(C)[C@H]1CNCCN1CCCc1cc(OC)c(OC)c(OC)c1 (stereo partly specified)	-6	89	-6	113	81	7	-2	6
CCCCC[C@@H]1C=C(C(=O)O)[C@H](c2ccc3c(c2)OCO3)N1S(=O)(=O)c1ccc(C)cc1	.	102	-9	106	98	.	0	2
COc1ccc(C(=O)COC(=O)CCC(=O)c2cccs2)cc1	0	107	2	99	114	-1	3	-1
CCOc1ccc(NC(=O)CSc2nnc(C34CC5CC(CC(C5)C3)C4)n2C)cc1	-3	103	-5	102	101	2	1	-2
COC(=O)C1=C(C)NC(C)=C(C(=O)OC)C1/C=C/c1ccccc1	4	103	3	106	108	-2	2	-5
CC(=O)c1cccn1S(=O)(=O)c1ccccc1	-4	105	2	96	98	-3	3	0
Cc1cccc(-n2c(SCC(N)=O)nnc2-c2ccccn2)c1C	-5	96	-1	94	96	0	3	-1
CC(C)(CN=C1NS(=O)(=O)c2ccccc21)CNC(=O)c1ccccc1	6	106	2	94	101	8	1	-1
S=C1SCN(Cc2cccnc2)CN1Cc1cccnc1	-1	102	-3	106	113	11	1	-5
COc1cc(C2CC(=O)C3=C(C2)Nc2ncnn2C3c2cccs2)cc(OC)c1OC (stereo unspecified)	-6	91	-8	103	85	1	0	-17
Cc1cc(C)c(NC(=O)CS(=O)CC(=O)NCCCc2ccccc2)c(C)c1 (stereo unspecified)	-3	97	-3	103	104	0	-1	2
COc1ccc(NC(=O)c2ccc3ccccc3c2)cc1NS(=O)(=O)c1ccc(F)cc1	9	98	-4	89	100	10	10	9
COc1cccc(C(=O)CSc2nccn2C)c1	0	96	-13	83	99	4	21	-14
Cc1nn(C)cc1/C=N/NC(=S)Nc1ccc(Cl)cc1Cl	32	99	-3	101	100	5	27	-16
Clc1ccc(OCCSc2ncccn2)c(Br)c1	106*	94	-1	107	96	9	0	6
CCC(C)NCCOc1ccc(Br)cc1 (stereo unspecified)	2	101	-1	106	106	10	-5	-4
CCOC(=O)c1c(NC(=O)COc2cccc3c2CCN(CC)C3=O)sc2c1CCC2	4	104	0	97	107	1	5	-5
O=C(Nc1nc(-c2ccccc2)c(C(=O)c2ccccc2)s1)c1ccc(S(=O)(=O)N2CCCCC2)cc1	-13	99	9	97	102	-4	0	0
CCOC(=O)[C@H]1[C@H]2COc3ccc(Br)cc3[C@@H]2N2C(=O)c3cc(F)c(F)cc3NC(=O)[C@@]12C	4	.	1	.	.	-5	2	-3
O=C(Cn1cnc2c(nnn2-c2ccc(F)cc2)c1=O)N1CCCc2ccccc21	-2	97	12	96	99	-14	1	2
CCCC(=O)Nc1ccc(C(=O)NCCCn2ccnc2)cc1	-10	96	0	99	104	5	0	2
Cc1ccc(N(C(=O)CCCC(=O)Nc2ccccn2)C(C(=O)NC2CCCC2)c2ccc(O)cc2)cc1C (stereo unspecified)	18	87	1	139	238*	6	1	-1
C=CCNC(=O)C(=O)NCCCN1CCOCC1	7	97	6	100	100	7	-1	6
CC(C)Cc1ccc(C#N)c(SCC(N)=O)n1	-2	96	7	101	103	-5	3	4
CCCCCCC(C)OC(=O)c1ccccc1C(=O)O (stereo unspecified)	20	94	-2	94	91	5	0	12
CC(=O)NNS(=O)(=O)c1ccc(-c2cc(C(F)(F)F)n(C)n2)s1	-11	92	-1	104	93	-2	-2	9
Cc1nc2c3cc(Cl)ccc3n(CCN3CCOCC3)c2s1	-2	97	-2	103	96	13	4	21
CCCc1nc2ccc(NC(=O)NCCC(=O)OCC)cc2c(=O)n1Cc1ccc(Cl)cc1	5	92	1	89	98	8	-1	-1
Cc1nc(SCC(=O)N2CC(=O)Nc3ccccc32)c2c(C)c(C)sc2n1	-13	98	9	103	103	-12	12	-6

Entries listed so far marked active in AHR act:
| SMILES | RPL19A-GFP yeast | procasp3 activ | LAP4-GFP MLPCN | MEP2-GFP yeast | EBNA-1 inh | AHR act |
| --- | --- | --- | --- | --- | --- | --- |
| CCCn1c(CNc2ccc(Br)cc2)nc2ccccc21 | 98 | 8 | 104 | 101 | 5 | 101* |

The list goes on.
SMILES	ZTA counter	RPL19A-GFP yeast	procasp3 activ	LAP4-GFP MLPCN	MEP2-GFP yeast	EBNA-1 inh	AHR act	procasp7 counter
COc1cccc(C(=O)OCC(=O)c2c[nH]c3ccccc23)c1OC	11	106	4	110	101	.	22	11
COc1cc2cc(Oc3ccc4ccc(=O)oc4c3)c(=O)oc2cc1OC(C)=O	-5	100	2	90	94	4	0	8
O=C(c1cnccn1)N1CCN(c2ccccc2F)CC1	1	97	-4	96	98	-11	2	-5
C=C(C)c1ccccc1NC(=O)CCN1C(=O)c2ccccc2S1(=O)=O	-15	106	-6	90	103	-6	1	-14
Cc1ccc(/C=C(\NC(=O)c2ccccc2)C(=O)NC(Cc2ccccc2)C(=O)O)cc1 (stereo unspecified)	-4	103	-4	89	101	1	2	10
CCN(CCn1cccn1)C(=O)CCc1nnc(CCCc2ccccc2)o1	15	107	2	94	104	5	13	6
N#C/C(=C/c1ccc(N2CCCCC2)o1)C(=O)Nc1ccc(Cl)cc1	-5	102	7	120	125	-1	8	-1
O=C(NCCN1CCN(c2ccccc2)CC1)C1(S(=O)(=O)c2ccc(Cl)cc2)CC1	10	106	2	91	98	7	1	9
COCCCn1c(SCC(=O)OC2CCCCC2)nnc1-c1ccco1	-2	97	3	92	100	5	-2	12
COc1cc(/C=N/O)ccc1Oc1ccc([N+](=O)[O-])cc1[N+](=O)[O-]	-13	100	1	100	103	-6	2	8
CCCCCc1cc(=O)oc2c(C(CCN3CCCC(C)C3)c3ccc(N(C)C)cc3)c(OC)cc(OC)c12 (stereo unspecified)	8	100	2	130	95	0	-1	-1
Cc1cccn2c(=O)nc(SCC(=O)N3CCCCC3)nc12	-1	101	-2	100	102	5	3	3
COc1cccc(CNS(=O)(=O)c2cc3c(cc2C)NC(=O)CO3)c1	0	106	-4	107	100	-8	1	-5

Gathered by group, the compounds so far containing an aryl thioether with sulfur outside any ring
SMILES	ZTA counter	RPL19A-GFP yeast	procasp3 activ	LAP4-GFP MLPCN	MEP2-GFP yeast	EBNA-1 inh	AHR act	procasp7 counter
CCN1CCN(c2nc3c(c(=O)[nH]c(=O)n3C)n2CCSc2nc3ccccc3s2)CC1	-10	99	-3	109	100	-9	1	-6
CCOc1ccc(NC(=O)CSc2nnc(C34CC5CC(CC(C5)C3)C4)n2C)cc1	-3	103	-5	102	101	2	1	-2
Cc1cccc(-n2c(SCC(N)=O)nnc2-c2ccccn2)c1C	-5	96	-1	94	96	0	3	-1
COc1cccc(C(=O)CSc2nccn2C)c1	0	96	-13	83	99	4	21	-14
Clc1ccc(OCCSc2ncccn2)c(Br)c1	106*	94	-1	107	96	9	0	6
CC(C)Cc1ccc(C#N)c(SCC(N)=O)n1	-2	96	7	101	103	-5	3	4
Cc1nc(SCC(=O)N2CC(=O)Nc3ccccc32)c2c(C)c(C)sc2n1	-13	98	9	103	103	-12	12	-6
COCCCn1c(SCC(=O)OC2CCCCC2)nnc1-c1ccco1	-2	97	3	92	100	5	-2	12
Cc1cccn2c(=O)nc(SCC(=O)N3CCCCC3)nc12	-1	101	-2	100	102	5	3	3
